# GPR151 activ – activators of human GPR151, primary screen, cell-based, PathHunter beta-arrestin, luminescence; G-protein coupled receptor 151 (Homo sapiens), Q8TDV0; PathHunter beta-arrestin GPR151 cells; activation, % at 11.2 µM; actives 1% (n = 650,000); in the data active = activation above about 4.9%;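 note: 0% = median of compound wells and 100% = cells with positive control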
# Target sequence (Q8TDV0 whole entry, looked up): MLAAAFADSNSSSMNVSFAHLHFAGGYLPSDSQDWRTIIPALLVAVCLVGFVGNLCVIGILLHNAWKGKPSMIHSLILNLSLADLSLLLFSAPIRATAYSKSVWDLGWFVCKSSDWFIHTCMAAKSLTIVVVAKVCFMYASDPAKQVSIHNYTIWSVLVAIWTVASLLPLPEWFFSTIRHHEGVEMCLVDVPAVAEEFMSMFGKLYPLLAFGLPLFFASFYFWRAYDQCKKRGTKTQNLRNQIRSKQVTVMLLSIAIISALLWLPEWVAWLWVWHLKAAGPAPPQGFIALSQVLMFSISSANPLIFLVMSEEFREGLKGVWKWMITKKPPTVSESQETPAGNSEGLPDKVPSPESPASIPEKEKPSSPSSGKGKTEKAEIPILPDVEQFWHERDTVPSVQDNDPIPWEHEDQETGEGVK
# MITF primary – MITF inhibitors, primary screen, biochemical, AlphaScreen, human; inhibition, % at 2.6 µM; actives 0.91% (n = 650,000); AlphaScreen MITF homodimerization, bead proximity signal; Microphthalmia-associated transcription factor (Homo sapiens), O75030; in the data active = inhibition above about 50%;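 note: 0% = vehicle wells with protein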
# Target sequence (O75030 whole entry, looked up): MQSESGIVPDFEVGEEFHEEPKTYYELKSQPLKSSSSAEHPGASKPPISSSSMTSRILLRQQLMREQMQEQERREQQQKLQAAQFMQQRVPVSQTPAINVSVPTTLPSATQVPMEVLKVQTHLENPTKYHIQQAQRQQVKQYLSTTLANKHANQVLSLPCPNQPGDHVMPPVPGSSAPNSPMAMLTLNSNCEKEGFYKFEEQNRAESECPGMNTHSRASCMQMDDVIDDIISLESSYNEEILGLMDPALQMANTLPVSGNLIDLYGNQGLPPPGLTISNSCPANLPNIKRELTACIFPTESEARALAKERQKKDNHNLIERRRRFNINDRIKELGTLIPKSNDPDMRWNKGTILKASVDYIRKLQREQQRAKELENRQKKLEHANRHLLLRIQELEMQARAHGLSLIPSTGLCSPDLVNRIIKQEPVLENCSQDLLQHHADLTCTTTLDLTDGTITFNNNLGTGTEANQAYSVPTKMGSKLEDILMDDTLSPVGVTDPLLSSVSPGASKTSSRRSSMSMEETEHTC
# TEAD-YAP inh – TEAD-YAP interaction inhibition, primary screen, TEAD-YAP interaction inhibitor project, luminescence, HEK-TIYL cells. TEAD-Gal4/YAP UAS-luciferase luminescence. actives 1.4% (n = 640,000). inhibition, % at 9.12 µM; in the data active = inhibition above about 32%;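 note: 0% = median of test compound wells and 100% = reference inhibitor wells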
# FBW7 activator – FBW7 E3 ligase activators, primary screen, biochemical, AlphaScreen, human. normalized activity (activation), % at 26.1 µM. F-box/WD repeat-containing protein 7 (Homo sapiens), Q969H0. actives 0.13% (n = 650,000). AlphaScreen FBW7–phospho-cyclin E peptide binding, activator screen; in the data active = normalized activity above about 1.9%;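 note: purified mutant Fbw7 with reduced substrate affinity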
# Starred values were filed as active, the others as inactive; . = not tested or not shown; & = joins results of further samples.
SMILES,GPR151 activ,MITF primary,TEAD-YAP inh,FBW7 activator
COC(=O)CC1=NN(c2nc3ccccc3[nH]2)C(=O)C1,2.7,78.9*,3.0,-1.1
CCc1ccc2[nH]c(=O)c(CN(CCCO)Cc3nnnn3C3CCCC3)cc2c1,-0.3,8.3,2.1,-0.1
COc1ccc(C2CC(=O)C3=C(C2)Nc2ccccc2N(C(=O)CC(C)C)C3c2ccccc2Cl)cc1 (centres undefined),1.9,-2.6,9.8,0.1
COc1cc2c3cc1Oc1cc(ccc1O)C[C@@H]1c4c(cc(OC)c(O)c4Oc4ccc(cc4)C[C@@H]3N(C)CC2)CC[N+]1(C)C,0.5&-1.0&1.8,11.8&-7.5&-16.8,-3.2&10.4&-2.9,0.1&0.0&0.1
CCCc1ccc(OC(=O)c2ccc(-c3ccc(CC)cn3)cc2)cc1,0.5,2.8,-3.3,0.1
CC(C)(C)NC(=O)CSCc1cnn(-c2ccccc2)c1-n1cccc1,0.4,-3.6,-6.1,-0.2
N#Cc1c(N)nc2c(c1-c1ccc(Br)cc1)CCCCC2,0.1,-14.2,1.3,-0.2
Ic1ccc(Nc2nc3nonc3nc2NCc2ccco2)cc1,-0.3,14.5,16.9,0.1
Cc1ccc(O)c(C2=Nc3ccccc3C2(C)C)c1,0.6,-16.7,-37.3,0.1
O=C(/C=C/c1ccco1)NC12CC3CC(CC(C3)C1)C2,2.2,-6.3,-9.2,-0.1
Cn1c(SCC(=O)Nc2sccc2C(N)=O)nc2ccccc2c1=O,-1.0,2.2,11.5,-0.1
Nc1c(NCc2ccccc2)nsc1C(=O)c1ccc(Cl)cc1,1.8,0.8,-8.9,-0.1
Clc1ccc(Nc2ncnc3sc4c(c23)CCCC4)cc1,1.8,-5.8,-1.1,0.0
O=C(N/N=C/c1ccncc1)C(=O)N1CCCC1,0.8,3.3,-3.9,0.0
CCN1CCN(C(c2ccccc2)c2nnnn2Cc2cccs2)CC1 (centres undefined),1.1,1.1,3.7,0.7
Nc1cccc2c1C(=O)N(C(=O)C1(c3cccc(F)c3)CCCC1)C2=O,0.8,-0.1,-3.0,0.1
Cc1ccc(C)c(N2C(=O)C3C4c5ccccc5C(CO)(c5ccccc54)C3C2=O)c1 (centres undefined),-1.7,23.4,-8.4,0.8
CC(C)Oc1ccc(N2CC(C(=O)OCC(=O)Nc3ccc(F)cc3)CC2=O)cc1 (centres undefined),-0.8,10.3,8.5,0.8
Cc1ccn2c(=O)c(C(=O)NCCCOC(C)C)c(O)nc2c1,-0.6,6.6,3.9,0.2
CCc1ccc(NC(=O)N2CCC(CN3CCCC3)CC2)cc1,-0.9,-5.7,-5.4,-0.3
CCOc1ccc(C(=O)Nc2ccc(-n3nncc3-c3ccc(Br)cc3)cc2)cc1,0.6,-1.7,9.3,0.0
CCOC(=O)C(NC(=O)CC)(Nc1sc2c(c1C(=O)OC)CCN(C)C2)C(F)(F)F (centres undefined),-1.5,-6.2,-10.8,3.4*
Cc1cccc(OCCn2cc(/C=N/n3cnnc3)c3ccccc32)c1,2.6,4.4,1.0,0.5
O=C(NNC(=O)c1ccccc1O)c1ccc(I)cc1,-1.2,-1.1,-55.1,-0.5
N#Cc1c(C(F)(F)F)cc(NCCCN2CCOCC2)n2c1nc1ccccc12,0.1,2.8,10.7,0.2
COc1ccc(NC(=O)c2sc3nc(-c4ccc(F)cc4)cn3c2C)cc1OC,0.2,-13.9,-6.3,0.1
COc1ccc(-c2nc(SCCN3CCCCC3)c3c(=O)n(C)c(=O)n(C)c3n2)cc1OC,-1.2,-5.1,-3.5,-0.1
CCOCCc1nnc(NC(=O)c2cc(Cl)ccc2Cl)s1,-0.6,5.1,-3.3,0.0
CCOc1ccc(Br)cc1C1NC(=O)c2c(sc3c2CCN(C)C3)N1 (centres undefined),0.6,4.0,1.1,0.2
CCOc1cccc(C2CC(c3ccc(C)cc3)=NC(c3ccc(F)c(Br)c3)N2)c1O (centres undefined),1.7,1.9,-31.8,0.1

# Whole records, quoted from the list. Values in the order: GPR151 activ, MITF primary, TEAD-YAP inh, FBW7 activator
# Profile of Cc1cccc(OCCn2cc(/C=N/n3cnnc3)c3ccccc32)c1 → 2.6, 4.4, 1.0, 0.5
# Profile of CCc1ccc(NC(=O)N2CCC(CN3CCCC3)CC2)cc1 → -0.9, -5.7, -5.4, -0.3
# Profile of Nc1cccc2c1C(=O)N(C(=O)C1(c3cccc(F)c3)CCCC1)C2=O → 0.8, -0.1, -3.0, 0.1
# Profile of CCOc1ccc(Br)cc1C1NC(=O)c2c(sc3c2CCN(C)C3)N1 (centres undefined) → 0.6, 4.0, 1.1, 0.2
# Profile of CCOc1cccc(C2CC(c3ccc(C)cc3)=NC(c3ccc(F)c(Br)c3)N2)c1O (centres undefined) → 1.7, 1.9, -31.8, 0.1

# Exported field by field: 4 of the compounds above.
COc1ccc(NC(=O)c2sc3nc(-c4ccc(F)cc4)cn3c2C)cc1OC
  GPR151 activ: 0.2
  MITF primary: -13.9
  TEAD-YAP inh: -6.3
  FBW7 activator: 0.1
COc1ccc(-c2nc(SCCN3CCCCC3)c3c(=O)n(C)c(=O)n(C)c3n2)cc1OC
  GPR151 activ: -1.2
  MITF primary: -5.1
  TEAD-YAP inh: -3.5
  FBW7 activator: -0.1
CCOCCc1nnc(NC(=O)c2cc(Cl)ccc2Cl)s1
  GPR151 activ: -0.6
  MITF primary: 5.1
  TEAD-YAP inh: -3.3
  FBW7 activator: 0.0
CCOc1ccc(Br)cc1C1NC(=O)c2c(sc3c2CCN(C)C3)N1 (centres undefined)
  GPR151 activ: 0.6
  MITF primary: 4.0
  TEAD-YAP inh: 1.1
  FBW7 activator: 0.2

# Further results follow:
SMILES,GPR151 activ,MITF primary,TEAD-YAP inh,FBW7 activator
COc1cccc(-c2cnnc(NCCc3nc(C)cc(C)n3)n2)c1,0.8,1.9,-1.8,0.0
CCc1nnc(NC(=O)c2cc3ccccc3cc2OC)s1,-0.8,4.8,-40.9,-0.1
CC(=O)c1cnc2c(C#N)c(C)nn2c1C,-1.7,13.1,1.9,0.0
Cc1cc(CN2CCC(CNC(=O)Cn3c(=O)oc4ccccc43)CC2)c(C)o1,-3.0,11.8,4.9,0.5
CC(COc1ccccc1)N1CCC(Oc2cccc(C(=O)N3CCCC3)c2)CC1 (centres undefined),-0.4,-18.0,5.1,0.0
Cc1ccsc1/C=N/NC(=O)Cc1cc(=O)[nH][nH]1,-0.8,10.9,-0.7,-0.2
Cc1[nH]c2ccccc2c1C(=O)COC(=O)CNC(=O)c1ccc(Br)o1,4.4,-11.5,-1.2,0.0
O=[N+]([O-])c1ccccc1S(=O)(=O)Nc1ccc(S(=O)(=O)N2CCCCCC2)cc1,-0.1,-2.7,-6.9,-0.2
Cc1ccc(-c2cnc(N3CCOCC3)nc2)cc1,-3.6,0.3,-3.7,0.2
CN(C)Cc1c(C(=O)N/N=C/c2cccs2)nnn1-c1nonc1N,0.2,-1.0,3.0,-0.2
O=C(NCC1CCCN1S(=O)(=O)c1cccs1)c1ccc([N+](=O)[O-])cc1 (centres undefined),1.7,0.4,-1.7,0.1
Cc1cc(C)n(-c2cc(Nc3ccccc3)ncn2)n1,-0.4,25.1,-13.2,0.3
O=[N+]([O-])c1ccc(N2CCN(Cc3ccccn3)CC2)cc1,0.2,35.5,-8.0,-0.1
O=C(N/N=C/c1cc([N+](=O)[O-])ccc1O)c1ccc2ccccc2n1,-0.7,-2.2,-5.3,-0.1
Cc1nc(NC(=O)c2ccccc2)sc1C(=O)O,-0.7,-0.1,-22.3,0.0
CCNc1nc(NCC)nc(Nc2nc(C)c(C(C)=O)s2)n1,0.0,-2.9,-9.9,0.1
COc1ccc(CCNc2nc(Nc3cccc(N(C)C)c3)nc3c2ncn3C2CCCCC2)cc1,1.3,5.1,1.3,1.2
COc1cc(Br)c(S(=O)(=O)NCc2ccccc2)cc1OC,-1.2,0.1,-2.0,-0.2
CCOc1ccc(C(O)Cn2c(=N)n(CCN3CCCCC3)c3ccccc32)cc1 (centres undefined),-0.5,4.9,12.0,0.1
CC(=O)c1ccc(OCc2cc(C(=O)NCc3cn4ccccc4n3)no2)cc1,0.4,5.5,3.0,0.1
O=C(Nc1cc2c(cc1Cl)OCCO2)c1cc(Cl)ccc1O,-0.6,-4.5,-16.2,0.0
CCN(Cc1ccccc1)C(=O)c1ccc(C)cc1,-1.8,8.9,14.7,0.3
CCCC(=O)Nc1ccc(NC(=O)c2cnccn2)cn1,8.0*,-8.0,-9.2,0.6
O=C(CSc1nnnn1-c1ccccc1)c1ccc2c(c1)OCCO2,-0.2,0.0,-22.5,-0.1
CCCOc1ccc(C(=O)O)cc1OCC,-0.2,4.8,14.6,0.0
CCOC(=O)c1[nH]c2ccccc2c1NC(=O)CC,1.0,-8.6,-0.6,0.3
COc1cccc(Cn2c(=O)[nH]c3ncc(-c4ccco4)nc32)c1,2.0,12.2,13.5,0.2
O=C(Nc1ccc2[nH]ncc2c1)C1CCCNC1 (centres undefined),0.3,-10.9,-2.2,0.2
COC(=O)c1ccc(C2C3=C(CC(c4cccs4)CC3=O)Nc3ccccc3N2C(=O)C2CC2)cc1 (centres undefined),0.6,8.5,-4.3,0.0
COc1ccc(CCNC(=O)CN(c2cccc([N+](=O)[O-])c2)S(C)(=O)=O)cc1OC,2.4,0.0,8.2,-0.3
CS(=O)(=O)N1CCc2cc(S(=O)(=O)NCCc3ccccc3)ccc21,1.2,1.5,10.0,-0.1
O=C(COc1ccc(/C=N/NS(=O)(=O)c2ccccc2)cc1)Nc1ccccc1,-0.1,2.0,-21.4,-0.2
O=C(NC1(C(F)(F)F)NC(=O)N(c2ccc(F)cc2)C1=O)C1CCCCC1 (centres undefined),-0.1,4.2,3.6,0.0
COc1ccc(/C=C/C(=O)NCc2ccc(C)cc2)cc1,0.4,-3.0,-9.0,0.0
O=C(O)CCC/C=C\C[C@@H]1CO[C@H](C(F)(F)F)O[C@@H]1c1ccccc1O,1.8,5.0,.,2.2*
Cc1ccc(-n2cc(-c3ccccc3)c3c(N4CC(C)CC(C)C4)ncnc32)cc1 (centres undefined),0.9,7.9,2.7,0.9
O=C(NCc1ccccn1)c1ccc2c(c1)N(Cc1c(F)cccc1Cl)C(=O)CS2,-0.3,22.5,15.4,0.9
COc1ccc(C2C(C#N)=C(C)NC(C)=C2C#N)c(OC)c1,-0.3,7.3,-8.8,0.0
COc1ccc(S(=O)(=O)N2CCn3c(nc4ccccc43)C2)cc1,-0.1,-0.9,5.1,-0.1
Cc1nc2cccnc2n1C1CCN(Cc2cccc3nccnc23)CC1,0.9,9.0,7.0,0.0
O=C(CCN1CCc2ccccc2C1)Nc1ccccc1Cl,-0.3,-1.2,-2.4,-0.1
O=C(O)COc1ccc(-c2nnn(Cc3ccc(Cl)cc3Cl)n2)cc1,1.8,1.2,-6.8,-0.1
Cc1ccc2onc(CNC(=O)NCCCN3CCOCC3)c2c1,1.9,-3.0,-1.8,-0.1
COc1cc(/C=N/NC(=O)C2C3CCCCC32)ccc1O (centres undefined),1.2,18.8,-15.8,0.6
COc1ccc(-n2nnnc2Sc2ccc(S(=O)(=O)N3CCOCC3)cn2)cc1,2.2,7.5,6.5,0.0
CCOC(=O)C1=CN(C(C)C)C=C(C(=O)OCC)C1c1ccc(C)c([N+](=O)[O-])c1,-0.8,2.3,6.0,-0.1
COc1cc(CNC(C)c2ccccc2)cc(Cl)c1OC (centres undefined),0.6,8.8,8.0,0.3
COC(=O)Cc1ccc(NC(=S)N2CCN(C(=O)c3ccco3)CC2)cc1,-0.8,1.4,-5.7,0.0
CCOc1ccc2cc3c(N)c(C(C)=O)sc3nc2c1,0.2,5.3,-46.5,-0.1
CCc1noc(N)c1C(=O)Nc1ccc(F)c(Cl)c1,0.7,-15.4,1.1,0.5
COCCOC(=O)C1=C(C)NC2=C(C(=O)CC(c3ccc(OC)cc3)C2)C1c1ccc(F)cc1 (centres undefined),-0.5,-10.9,18.1,0.1
Cc1ccnc2nc(C(=O)Nc3ccc(C#N)cc3)nn12,-1.0,-29.6,-10.9,-0.1
O=S(=O)(CCN1CCc2ccccc2C1)C(F)(F)F,0.8,-10.3,-2.2,-0.4

# Assay outcomes: PubChem, The Scripps Research Institute Molecular Screening Center
